ROC1-CUL1 inh: human ROC1-CUL1 E3 ligase inhibition; P62877+Q13616; in vitro K48 di-Ub FRET, acceptor:donor ratio, 45 min; inhibition, % at 10 µM; 0.6% of 140,000 active; AID 1347404; in the data active means inhibition above about 25%
Target sequence (P62877 whole entry, looked up): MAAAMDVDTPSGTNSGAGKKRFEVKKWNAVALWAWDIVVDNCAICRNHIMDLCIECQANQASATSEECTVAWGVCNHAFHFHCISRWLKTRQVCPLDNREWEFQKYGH
Target sequence (Q13616 whole entry, looked up): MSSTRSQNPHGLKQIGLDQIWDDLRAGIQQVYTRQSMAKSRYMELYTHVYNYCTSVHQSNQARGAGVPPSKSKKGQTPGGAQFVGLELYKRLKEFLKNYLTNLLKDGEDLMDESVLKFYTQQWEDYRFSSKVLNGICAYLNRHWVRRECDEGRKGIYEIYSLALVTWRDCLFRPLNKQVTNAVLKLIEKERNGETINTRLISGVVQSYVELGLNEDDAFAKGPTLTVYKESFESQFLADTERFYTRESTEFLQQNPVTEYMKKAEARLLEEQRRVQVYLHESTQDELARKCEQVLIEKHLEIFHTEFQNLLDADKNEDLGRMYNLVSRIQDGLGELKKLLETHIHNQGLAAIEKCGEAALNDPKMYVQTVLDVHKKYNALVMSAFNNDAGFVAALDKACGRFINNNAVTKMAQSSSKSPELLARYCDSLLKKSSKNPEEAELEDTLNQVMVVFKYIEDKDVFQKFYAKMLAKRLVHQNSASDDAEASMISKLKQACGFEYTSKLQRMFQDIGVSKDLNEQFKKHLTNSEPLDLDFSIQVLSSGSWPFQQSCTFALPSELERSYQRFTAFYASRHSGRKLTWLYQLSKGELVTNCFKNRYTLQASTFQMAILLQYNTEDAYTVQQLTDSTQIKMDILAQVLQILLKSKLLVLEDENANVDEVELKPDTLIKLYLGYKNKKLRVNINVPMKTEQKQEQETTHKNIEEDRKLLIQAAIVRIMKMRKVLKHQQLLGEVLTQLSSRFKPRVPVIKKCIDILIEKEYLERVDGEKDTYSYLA
An asterisk follows results filed as active. An excerpt. The share of hits here may be higher or lower than overall.

`O=C(c1ccc(NC2CCC(O)CC2)nc1)N1CCCC(c2ccccc2)CC1` (configuration not stated) gave ROC1-CUL1 inh 9.
Cc1ccc(C)c(N2CCN(C(=O)CN3C(=O)COc4ccc(S(=O)(=O)N5CCC(C)CC5)cc43)CC2)c1 was read as ROC1-CUL1 inh -3.
`CCCCOC(=O)c1ccc(Nc2cc(C)nc3ccc(OC)cc23)cc1` gave ROC1-CUL1 inh 4.
`O=C1CN(C(=O)c2ccc(S(=O)(=O)N3CCCC3)cc2)C(c2ccccc2)c2cc(Br)ccc2N1` (configuration not stated) gave ROC1-CUL1 inh 3.
CCOC(=O)c1ccc(NC(=O)c2cnn(-c3ccccc3Cl)c2NC(=O)c2ccco2)cc1 was read as ROC1-CUL1 inh 1.
Screening COc1ccc(CCN2CC(NCc3cnc(C)n3C)CC2=O)cc1 (configuration not stated) returned ROC1-CUL1 inh 8.
`CCOC(=O)c1c(NC(=O)CSc2nnc(Cc3ccccc3)n2-c2ccccc2)sc2c1CCCC2` gave ROC1-CUL1 inh 5.
Screening CCC(=O)N1CCc2cc(S(=O)(=O)CCC(=O)N3CCN(c4cccc(C)c4)C(C)C3)ccc21 (configuration not stated) returned ROC1-CUL1 inh -5.
Screening CC1CCc2sc3[nH]c(=S)n(-c4ccccc4)c(=O)c3c2C1 (configuration not stated) returned ROC1-CUL1 inh -8.
For CN(Cc1nc(-c2cccnc2)no1)Cc1cn[nH]c1-c1ccc2c(c1)OCO2 the results were ROC1-CUL1 inh 1.
`CCN(C(=O)c1ccccc1)c1ccc([N+](=O)[O-])cc1` gave ROC1-CUL1 inh -5.
Screening Cc1cccc(C)c1N(C)CC(=O)O returned ROC1-CUL1 inh 2.
For CC(C)N1CCC(N2CCCC(C(=O)NCc3cnc4ccccn34)C2)CC1 (configuration not stated) the results were ROC1-CUL1 inh -1.
Cc1ccc(-c2csc(NC(=O)Cn3nc(-c4ccc(C)cc4)n(C)c3=S)n2)cc1 was read as ROC1-CUL1 inh 5.
COC(=O)c1ccc(-c2ccc(C=C3C(=O)c4ccccc4C3=O)o2)cc1 was read as ROC1-CUL1 inh -7.
CN(C)S(=O)(=O)N1CCC(C(=O)Nc2ccc(F)c(F)c2)CC1 was read as ROC1-CUL1 inh -2.
For Cc1ccc(C)c(NC(=O)CSc2ncnc3nc[nH]c23)c1 the results were ROC1-CUL1 inh 0.
Screening CC(C)CCOc1ccc(OCC(=O)Nc2nc3ccccc3[nH]2)cc1 returned ROC1-CUL1 inh 5.
Screening Cc1ccc(NC(=O)CN2C(=O)c3ccccc3C2=O)cc1Cl returned ROC1-CUL1 inh -11.
CCCCC(CC)CNC(=O)CCC(=O)O (configuration not stated) was read as ROC1-CUL1 inh -1.
CCCN1C(=O)c2[nH]nc(-c3ccc(F)cc3)c2C1c1ccc(O)c(OCC)c1 (configuration not stated) was read as ROC1-CUL1 inh 6.
COc1ccc(/C(C)=N\N=C2NC(=O)CS2)cc1 was read as ROC1-CUL1 inh 3.
`COc1cc(CN2CCOc3ccc(C(O)CCc4ccccc4)cc3C2)cc(OC)c1` (configuration not stated) gave ROC1-CUL1 inh 13.
O=C(Nc1ccc(NC(=O)c2cccs2)cc1)c1cccc(Br)c1 was read as ROC1-CUL1 inh -5.
`Cc1ccccc1-c1nnc(SCCC(=O)NC(C)(C)C)o1` gave ROC1-CUL1 inh 6.
CSc1nc(C)nc2c1oc1ccccc12 was read as ROC1-CUL1 inh 4.
Cc1nc(C)c(C(=O)N(C)C2CCCN(Cc3ccccc3F)C2)s1 (configuration not stated) was read as ROC1-CUL1 inh 11.
`Cc1ccc(Cn2c(SCc3ccc(C(=O)N4CCCCCC4)cc3)nc3ccncc32)cc1` gave ROC1-CUL1 inh 0.
`CCN1CCC(N(Cc2cccc(OC)c2)C(=O)Nc2ccc(C)cc2Cl)CC1` gave ROC1-CUL1 inh -5.
COc1cc(OC)cc(C(=O)Nc2ccc3c(c2)OCCO3)c1 was read as ROC1-CUL1 inh 4.
CCO[C@H]1[C@H](NC(=O)c2ccco2)c2ccccc2C12CCN(C(=O)[C@@H]1C[C@@H](C)NC(=S)N1)CC2 was read as ROC1-CUL1 inh -4.
`CS(=O)(=O)c1ccc(CN2CCc3[nH]nc(CCc4ccccc4)c3C2)cc1` gave ROC1-CUL1 inh 2.
Cc1cccc(NC(=O)c2ccc(CN3CCCCC3)cc2)c1C was read as ROC1-CUL1 inh 0.
Screening CC1=NN(c2nc(-c3ccc(Br)cc3)cs2)C(=O)C1N=Nc1nccs1 (configuration not stated) returned ROC1-CUL1 inh 78*.
CSc1ncc(CNCc2cccnc2N(C)C2CCCCC2)cn1 was read as ROC1-CUL1 inh 8.
Screening Cc1ccc(CCC(=O)Nc2c(C)cccc2C)cc1 returned ROC1-CUL1 inh 4.
Screening O=C(CNC(=O)c1ccc(Br)cc1)NCC(=O)OCC(=O)c1ccc(F)cc1 returned ROC1-CUL1 inh -1.
For Cc1cccc(Cn2c(CNS(=O)(=O)c3ccc(C(C)C)cc3)nc3cccnc32)c1 the results were ROC1-CUL1 inh -2.
Screening Cc1nc(C)n(C(Oc2ccc(Cl)cc2Cl)C(=O)C(C)(C)C)n1 (configuration not stated) returned ROC1-CUL1 inh -1.
CC(=O)Cn1c(C(F)(F)F)nc2ccccc21 was read as ROC1-CUL1 inh 8.
`Cc1cc(C)cc(NC(=O)CSCC2=Nc3ccc(Cl)cc3C(=O)C2)c1` gave ROC1-CUL1 inh -2.
Cc1ccccc1S(=O)(=O)NCCC(C)C was read as ROC1-CUL1 inh -7.
Screening O=C(O)CCCC(=O)Nc1ccccc1C(=O)N1CCOCC1 returned ROC1-CUL1 inh -4.
For N#CC1C(=N)OC2=C(C(=O)CCC2)C1c1ccc(-c2ccccc2)cc1 (configuration not stated) the results were ROC1-CUL1 inh 9.
Fc1ccccc1-c1n[nH]c2c1CN(C1CCSC1)CC2 (configuration not stated) was read as ROC1-CUL1 inh 2.
Screening O=c1[nH]c2ccccc2c2ccsc12 returned ROC1-CUL1 inh 9.
C#CCOc1ccc(C2c3cc4c(cc3OC(=N)C2C#N)OCO4)cc1Br (configuration not stated) was read as ROC1-CUL1 inh -9.
COc1ccccc1/C=C/C(=O)/C=C/c1ccccc1OC was read as ROC1-CUL1 inh -5.
`CCOc1ccc(NC(=O)c2oc3ccccc3c2NC(=O)C2CCCCC2)cc1` gave ROC1-CUL1 inh -5.
For CCCNS(=O)(=O)c1cc(-c2nnc3c4ccccc4c(C)nn23)ccc1OC the results were ROC1-CUL1 inh -12.
For O=C(O)c1ccccc1-c1ccccc1C(=O)Nc1ccc(OC(F)(F)F)cc1 the results were ROC1-CUL1 inh 1.
Cc1cccc(CNc2ccc(C(=O)NCCC3CCCCN3C)cn2)n1 (configuration not stated) was read as ROC1-CUL1 inh 11.
`O=C(NNC(=S)Nc1ccc(F)cc1)c1ccc(OC(F)F)cc1` gave ROC1-CUL1 inh 0.
C=CCNCCCCOc1ccc(C)cc1C(C)(C)C was read as ROC1-CUL1 inh 4.
Screening COc1ccc(N2CCN(C(=O)C(C)C)CC2)cc1 returned ROC1-CUL1 inh 10.
Screening COc1ccc(N2CCN(C(=O)CN(C)S(=O)(=O)c3cccs3)CC2)cc1 returned ROC1-CUL1 inh 3.
`COCCn1c(-c2ccccc2)c(C)n2c3c(=O)n(C)c(=O)n(C)c3nc12` gave ROC1-CUL1 inh -6.
`N#CC1(C#N)[C@@H](C(=O)C23CC4CC(CC(C4)C2)C3)C12CCSCC2` gave ROC1-CUL1 inh -3.
`CCOc1ccc2nc(N3CCCC(C(=O)N4CCC(OC)CC4)C3)nc(C)c2c1` (configuration not stated) gave ROC1-CUL1 inh 7.
`Cc1cccc(NC(=O)CS(=O)(=O)c2ccc3ccccc3c2)c1` gave ROC1-CUL1 inh -3.

Copied from the results shown for reference:
`CCOc1ccc2nc(N3CCCC(C(=O)N4CCC(OC)CC4)C3)nc(C)c2c1` (configuration not stated) gave ROC1-CUL1 inh 7.
`Cc1cccc(NC(=O)CS(=O)(=O)c2ccc3ccccc3c2)c1` gave ROC1-CUL1 inh -3.

Additional compounds:
Screening Cc1ccc(S(=O)(=O)c2cn(Cc3ccccc3F)c3cc4c(cc3c2=O)OCO4)cc1 returned ROC1-CUL1 inh -7.
`O=C(CC1(c2ccc(-c3ccccc3)cc2)CC(=O)N(C2CC2)C1=O)N1CC[C@@H]2CCCC[C@H]2C1` (some centres not stated) gave ROC1-CUL1 inh -2.
For O=c1[nH]c(N2CCN(c3ccccc3F)CC2)nc2c1CCCC2 the results were ROC1-CUL1 inh 10.
Screening O=C1c2ccccc2C(=O)N1[C@H]1C(=O)N2[C@@H]1C=CC=CN2C(=O)c1ccccc1 returned ROC1-CUL1 inh 11.
O=C(NCCC1COc2ccccc2O1)c1ccc(N2CCC(O)CC2)nc1 (configuration not stated) was read as ROC1-CUL1 inh -7.
O=[N+]([O-])c1ccc(S(=O)(=O)N2c3ccccc3Oc3nc4ccccc4nc32)cc1 was read as ROC1-CUL1 inh -4.
Screening CCOC(=O)CC(NC(=O)c1cc2cc(Cl)ccc2oc1=O)c1ccc(C)cc1 (configuration not stated) returned ROC1-CUL1 inh 0.
`COc1cc(OC)cc(C(=O)NCCc2csc(-c3ccc(C(F)(F)F)cc3)n2)c1` gave ROC1-CUL1 inh -1.
COc1ccc(NC(=O)CN(C)C2CCCCC2)cc1 was read as ROC1-CUL1 inh 4.
For c1ccc2c(c1)SC(CCC1Sc3ccccc3S1)S2 the results were ROC1-CUL1 inh 13.
For Cc1ccc(C)c(N2CCN(C(=O)Nc3ccccc3)CC2)c1 the results were ROC1-CUL1 inh 3.
Screening CC(C)C(=O)Nc1nnc(Sc2ccc(N(C)C)cc2)s1 returned ROC1-CUL1 inh 4.
CC(C)c1ccc(-c2cc(C(F)(F)F)n3nc(C(=O)N4N=C(c5ccc(F)cc5)CC4c4ccccc4O)cc3n2)cc1 (configuration not stated) was read as ROC1-CUL1 inh 2.
For CCOc1ccc(C(=O)N(C)c2ccccc2)cc1Br the results were ROC1-CUL1 inh 4.
`CCS(=O)(=O)Nc1ccc(C(=O)NCC(C)C)cc1` gave ROC1-CUL1 inh 9.
`COC(=O)C1C(=O)CC(C)(O)C(C(=O)OC)C1/C=C/c1ccccc1` (configuration not stated) gave ROC1-CUL1 inh -2.
`COC(=O)C1C(C)=NC2=C(C(=O)CC(c3ccco3)C2)C1c1cc(OC)c(OC)cc1OC` (configuration not stated) gave ROC1-CUL1 inh 5.
`C=Cc1ccc(COc2ccc3oc(-c4ccc(OC)cc4)c(C(=O)OCC)c3c2)cc1` gave ROC1-CUL1 inh 0.
CCC(C)NC(=O)Cn1ccc2cc(S(=O)(=O)N3CCCCC3)ccc21 (configuration not stated) was read as ROC1-CUL1 inh 4.
CCCCc1nn2c(=O)cc(COC(=O)c3ccccc3NC(=O)c3ccccc3OC)nc2s1 was read as ROC1-CUL1 inh -5.

Structures from the list above that have a COOH group, in the order listed:
Screening Cc1cccc(C)c1N(C)CC(=O)O returned ROC1-CUL1 inh 2.
CCCCC(CC)CNC(=O)CCC(=O)O (configuration not stated) was read as ROC1-CUL1 inh -1.
Screening O=C(O)CCCC(=O)Nc1ccccc1C(=O)N1CCOCC1 returned ROC1-CUL1 inh -4.
For O=C(O)c1ccccc1-c1ccccc1C(=O)Nc1ccc(OC(F)(F)F)cc1 the results were ROC1-CUL1 inh 1.

(listing goes on)
For c1ccc(-c2csc3ncnc(Oc4ccc5c(c4)OCO5)c23)cc1 the results were ROC1-CUL1 inh -11.
Cc1ccc(NC(=O)CSc2nc3sc4c(c3c(=O)n2-c2ccccc2)CCCC4)cc1 was read as ROC1-CUL1 inh -12.
For Cc1cc(C(=O)N2CCCC(N3CCN(Cc4ccc5c(c4)OCO5)CC3)C2)no1 (configuration not stated) the results were ROC1-CUL1 inh 10.
`CC1=C(C(=O)NCc2ccccc2F)C2(CCCCC2)OC1=O` gave ROC1-CUL1 inh 0.
For CC1CCCCN1c1nnc(NC(=O)Nc2ccccc2F)s1 (configuration not stated) the results were ROC1-CUL1 inh 6.
CCC1CN(CC(=O)N2CCN(CC(=O)N(C)C)CC2)Cc2ccc(Cl)cc2O1 (configuration not stated) was read as ROC1-CUL1 inh 8.
For Cc1cc(C)c(S(=O)(=O)Nc2cc(Cl)c3oc4c(c3c2)C(=O)CCC4)cc1C the results were ROC1-CUL1 inh 3.
`CN(C)CCNC(=O)c1ccc2c(c1)N(Cc1c(F)cccc1Cl)C(=O)c1ccccc1S2` gave ROC1-CUL1 inh 0.
CCCc1nc2sc3c(N4CCCCC4)ncnc3c2c2c1CCCC2 was read as ROC1-CUL1 inh 8.
For Cc1ccc(N(CC(=O)Nc2cc(C)ccc2C)S(=O)(=O)c2c(C)noc2C)cc1 the results were ROC1-CUL1 inh -10.
Screening O=C(NNS(=O)(=O)c1ccc2c(c1)Cc1cc(S(=O)(=O)NNC(=O)c3ccco3)ccc1-2)c1ccco1 returned ROC1-CUL1 inh 2.
`Cc1ccc2cccc(OC(=S)Nc3ccccc3)c2n1` gave ROC1-CUL1 inh 2.
c1ccc(-c2nnc(N3CCCC3)c3ccccc23)cc1 was read as ROC1-CUL1 inh 10.

Pulled by structure from the entries so far:
CCCc1nc2sc3c(N4CCCCC4)ncnc3c2c2c1CCCC2 was read as ROC1-CUL1 inh 8.
c1ccc(-c2nnc(N3CCCC3)c3ccccc23)cc1 was read as ROC1-CUL1 inh 10.

Bioassay records (PubChem BioAssay)
